LDHA block: blocks human lactate dehydrogenase A. purified LDHA, NADH/diaphorase-resazurin fluorescence; stronger effect = lower value. activity change, % (values are at about 110 or 230 µM). 0.15% of 480,000 active. P00338; in the data active means activity change below about -30%; inconclusive means mostly about -25% to -30%;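 further: plate controls were DMSO wells for no effect and wells without enzyme for full effect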
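LDH5 2 nM; NADH 0.06 mM, pyruvate 0.2 mM; 200 mM Tris pH 7.4, EDTA, Tween-20; 5 min RT. Detection: diaphorase 0.133 mg/mL + resazurin 37 µM, fluorescence ex540/em590 at 0 and 20 min; normalized to enzyme-free and DMSO wells.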
PI4K2A block: inhibitors of human PI4K2A; activity change, negative = inhibition, % at 76.9 µM; 0.13% of 420,000 active; purified PI4K2A, ADP-Glo luminescence, 1 h; stronger effect = lower value; Q9BTU6; in the data active means activity change below about -50%; inconclusive means mostly about -30% to -49%;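 further: -100% = wells without enzyme as full effect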
Target sequence (Q9BTU6 whole entry, looked up): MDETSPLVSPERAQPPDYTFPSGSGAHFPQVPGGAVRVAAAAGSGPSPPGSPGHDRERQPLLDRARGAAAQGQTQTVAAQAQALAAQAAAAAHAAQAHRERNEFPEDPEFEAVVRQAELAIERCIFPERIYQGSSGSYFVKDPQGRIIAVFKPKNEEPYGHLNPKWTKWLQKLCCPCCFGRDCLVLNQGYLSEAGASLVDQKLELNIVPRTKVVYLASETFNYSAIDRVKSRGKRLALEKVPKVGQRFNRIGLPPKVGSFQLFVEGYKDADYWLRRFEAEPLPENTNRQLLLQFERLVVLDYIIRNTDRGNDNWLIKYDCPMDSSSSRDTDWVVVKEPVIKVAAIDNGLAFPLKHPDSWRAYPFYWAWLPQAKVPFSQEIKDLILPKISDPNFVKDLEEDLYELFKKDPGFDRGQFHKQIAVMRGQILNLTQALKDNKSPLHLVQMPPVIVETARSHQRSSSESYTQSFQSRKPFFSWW
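Compounds are screened against recombinant PI4K2A using PI as substrate and ATP, the latter dispensed at 300 microM. Reactions run one hour at ambient temperature before ADP-Glo detection; full inhibition defined by wells lacking enzyme.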
Vif-A3F inh: inhibitors of Vif-A3F interaction; HeLa A3F-eYFP + Vif (tagged APOBEC3F with the HIV-1 protein that degrades it), YFP fluorescence increase; 0.2% of 390,000 active; Potency, µM (doses to about 46.1 µM), for inactives: at the top dose activity, negative = active; AID 602313; further: potency means the concentration at half of the fitted maximal effect; % of control where 0% means no effect; nearly all actives have a fitted effect of over 65% in size
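Fluorescence increase (Ex 488/Em 500-530) after overnight compound treatment at 37 deg C flags inhibition of Vif-driven A3F-eYFP loss in stable HeLa A3F-eYFP/Vif cells seeded overnight beforehand.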
USP1 inh: inhibitors of human USP1/UAF1 deubiquitinase; O94782; recombinant USP1/UAF1, Ub-Rhodamine cleavage fluorescence; Potency, µM (series often up to 57.1 µM), without a hit: at the highest dose activity change, negative = inhibition, hits mostly inhibitors; 0.23% of 390,000 active; AID 743255; further: potency means the concentration at half of the fitted maximal effect; on the % scale 0 is the no-effect control and ±100 the full control effect; nearly all actives have a fitted effect of over 60% in size; inactives centre near -12
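USP1/UAF1 complex (1 nM) preincubated 15 min at room temperature with compound, then Ub-Rho substrate (150 nM final) added. Kinetic fluorescence at 480/540 nm over 6 reads at 60 s intervals; 50 mM HEPES pH 7.8, 0.5 mM EDTA, 0.1 mg/ml BSA, 1 mM TCEP, 0.01% Tween-20.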
TrxR1 substrate: substrates of rat thioredoxin reductase 1 | purified TrxR1 substrate turnover, NADPH consumption readout | Potency, µM (highest dose often 114 µM), inactives show at the highest dose activity change, negative = substrate turnover | 0.01% of 390,000 active; further: potency means the concentration at half of the fitted maximal effect; on the % scale 0 is the no-effect control and ±100 the full control effect; nearly all actives have a fitted effect of over 50% in size
Target sequence (O89049 whole entry, looked up): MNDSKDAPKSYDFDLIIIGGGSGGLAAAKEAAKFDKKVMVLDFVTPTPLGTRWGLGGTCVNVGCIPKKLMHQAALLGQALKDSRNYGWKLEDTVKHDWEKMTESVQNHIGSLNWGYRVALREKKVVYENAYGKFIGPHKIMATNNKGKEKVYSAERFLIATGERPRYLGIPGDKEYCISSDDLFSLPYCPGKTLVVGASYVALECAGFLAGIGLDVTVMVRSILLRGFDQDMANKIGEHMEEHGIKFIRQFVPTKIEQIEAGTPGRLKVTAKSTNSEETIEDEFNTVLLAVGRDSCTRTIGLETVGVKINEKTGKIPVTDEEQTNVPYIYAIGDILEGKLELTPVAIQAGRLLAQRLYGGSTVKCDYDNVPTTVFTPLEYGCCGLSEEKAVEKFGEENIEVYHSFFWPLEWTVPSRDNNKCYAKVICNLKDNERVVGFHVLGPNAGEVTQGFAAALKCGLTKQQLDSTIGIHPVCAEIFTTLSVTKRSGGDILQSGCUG
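Rat TrxR1, dispensed at 90 nM, was prereduced with 400 uM NADPH (final) for 5 min at ~22 deg C, then incubated with compound 15 min before 400 uM selenite. A first-read NADPH fluorescence drop versus no-compound background flagged substrates.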
Vif-APOBEC3G blk: Vif-A3G binding inhibition; HeLa A3G-eYFP + Vif (tagged APOBEC3G with the HIV-1 protein that degrades it), YFP fluorescence, overnight; 0.076% of 410,000 active; Potency, µM (titrated, usually from 46.1 µM), without a hit: top-dose activity, negative = active, hits mostly inhibitors;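 further: potency means the concentration at half of the fitted maximal effect; on the % scale 0 is the no-effect control and ±100 the full control effect; nearly all actives have a fitted effect of over 60% in size; hits raise eYFP signal because A3G escapes Vif-driven loss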
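HeLa cells stably expressing Vif and C-terminally eYFP-tagged A3G, seeded overnight at 37 deg C, then exposed to compound by pintool overnight at 37 deg C. Rise in yellow fluorescence (Ex 488/Em 500-530, Acumen) marks blocked Vif-driven A3G degradation.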
Glioma ERSR ind: induces the endoplasmic reticulum stress response in human glioma cells | 0.02% of 420,000 active | AID 602332 | U87-MG GRP78 promoter luciferase reporter, 16 h | Potency, µM, for inactives: top-dose activation, hits mostly activators; further: potency means the concentration at half of the fitted maximal effect; series mostly up to about 76 µM; % of control where 0% means no effect; nearly all actives have a fitted effect of over 35% in size
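ERSR induction read as luciferase luminescence (Bright-Glo, 10 min at room temperature) in stably transfected human U87-MG glioma cells exposed to compounds for 16 h, using GRP78 as sensor.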
IDH1 R132H inh: human IDH1 R132H inhibition. O75874. IDH1-R132H enzyme, NADPH consumption, diaphorase/resazurin fluorescence. Potency, µM (top dose mostly 76.6 µM), for the others: at the highest dose activity change, negative = inhibition, actives largely listed as inhibitors. 0.093% of 390,000 active; further: potency means the concentration at half of the fitted maximal effect; on the % scale 0 is the no-effect control and ±100 the full control effect; nearly all actives have a fitted effect of over 65% in size
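IDH1-R132H (0.5 ug/mL dispensed) in pH 7.5 Tris buffer was preincubated 30 min with compound, then given a substrate mix of 0.016 mM NADPH and 2 mM alpha-KG for 80 min at room temperature; remaining NADPH was read by diaphorase/resazurin fluorescence.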
RXFP1 agonist: activates the human relaxin receptor RXFP1; Q9HBX9; HEK293T-RXFP1 cAMP TR-FRET, 30 min; response scale: percent of porcine relaxin response, buffer zero; Potency, µM (highest dose often 57.5 µM), for inactives: top-dose activation, usual class: activators; 0.3% of 370,000 active; further: potency means the concentration at half of the fitted maximal effect; on the % scale 0 is the no-effect control and ±100 the full control effect; nearly all actives have a fitted effect of over 60% in size; many of its hits are not listed in these tables
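cAMP rise read by TR-FRET after 30 min, 37C compound exposure (up to 58 uM) in RXFP1-transfected HEK293 cells with Ro 20174 present. EC50 from Hill-equation fits, with 29 nM porcine relaxin as 100% and buffer as basal.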
Starred values were filed as active, the others as inactive; u = inconclusive; x = no result given; & = joins results of further samples; ! = not confirmed by another sample; [ ] = remark or other dose. Unless noted, the call rests on the fitted dose curve; in most records, active means well fitted curve in the direction sought with a large enough effect; inconclusive means small, poorly fitted or top-dose-only effect, or another doubt; inactive means no such curve, though single readings can be large; an effect the other way counts as inactive or inconclusive.

SMILES | LDHA block | PI4K2A block | Vif-A3F inh | USP1 inh | TrxR1 substrate | Vif-APOBEC3G blk | Glioma ERSR ind | IDH1 R132H inh | RXFP1 agonist
CCc1ccc(N(CC)C(=O)c2sc3nc4n(c(=O)c3c2C)CCCC4)cc1 | -1 | -9 | -1% | u | 19% | 3% | -1% | -1% | 2.4%
CC(C)NC(=O)CSc1nc(N)c(NC(=O)c2ccco2)c(=O)[nH]1 | -10 | -1 | -10% | -18% | 9%[57.1 µM] | -5% | -4% | -10% | -0.3%
COc1ccc(CN(Cc2ccccn2)S(=O)(=O)c2ccc(-n3cnnn3)cc2)cc1 | -6 | 3 | 9% | -1% | -2% | 0% | -3% | 2% | 1.2%
COc1ccc(-c2cc3ccc(O)c(CN4CCCC4)c3oc2=O)cc1 | -3 | -2 | 1% | -5% | 176%[activator][57.1 µM] | 5% | 4% | -7% | u
Clc1nnc(Cl)c2c1ncn2Cc1ccccc1 | -6 | -8 | 1% | -10% | 6% | -5% | -5% | 1% | 16%
Cc1nc(NC(C)C)c2oc3ccccc3c2n1 | -1 | -6 | -11% | -16% | 1% | 0% | -4% | 2% | 0.2%
CCN(C1CCCCC1)S(=O)(=O)c1cc(C)ccc1OC | 2 | -1 | x | u | 1% | 1% | -6% | 6% | 1.1%
Cc1ccc(NC(=S)Nc2cc(C(=O)O)ccc2N2CC3CC(C2)c2cccc(=O)n2C3)cc1C (centres undefined) | -6 | -4 | u | -10% | 6% | 1% | 1% | 9% | -0.4%
O=C(N/C(=C/c1ccccc1Cl)C(=O)N1CCOCC1)c1ccccc1 | -4 | 0 | 11% | -17% | 0% | 0% | -1% | -9% | x
CCN(CC)CC(=O)Nc1cccc2c1C(=O)c1ccccc1C2=O | 1 | 5 | 2% | -22% | -2% | 4% | -4% | 3% | 1.9%
OCCN(CCO)c1ncnc2c1oc1ccc(Br)cc12 | -3 | 30 | 2% | 3% | 2%[57.1 µM] | 1% | 0% | 6% | 1.2%
Cc1ccc(N(Cc2ccc(C(=O)NC3CCCCC3)cc2)S(C)(=O)=O)cc1C | -9 | 3 | -10% | -1% | 5% | 2% | -2% | -1% | -0.9%
O=C(N/N=C/c1ccccn1)c1ccc(NC(=O)c2ccccc2Cl)cc1 | 0 | -2 | -14% | -3% | -2% | -2% | -3% | 0% | -3.3%
CC1=C(C(=O)Nc2ccc(C)c(C)c2)C2(CCCCCC2)OC1=O | 10&1 | -4 | -1% | 2% | 4% | 1% | -1% | -11% | 0.3%
CC(=O)Nc1cc(C)c(S(C)(=O)=O)c(C)c1 | -22 | -3 | 1% | -2% | 1% | 1% | -3% | -2% | 0.1%
CC(Oc1ccccc1Cl)C(=O)N1CCOCC1 (centres undefined) | -14 | 0 | -5% | -15% | 6%[57.1 µM] | 0% | -3% | 0% | 2.0%
CCC(C(=O)Nc1ccc(C)cc1)c1ccccc1 (centres undefined) | -4 | 2 | -22% | 1% | -16% | -7% | -4% | 8% | 0.7%
Cc1ccc(S(=O)(=O)c2nc(-c3cccc(Cl)c3)oc2NCc2ccccc2)cc1 | -11 | -7 | 1% | 4% | 21% | 4% | -3% | 0% | 7.2%
CCCC(c1nnnn1CC1CCCO1)N1CCN(c2ccccc2)CC1 (centres undefined) | -8 | -21 | 11% | -13% | 4% | 0% | -4% | 4% | -2.9%
O=C(CN1C(=O)C2(OCCO2)c2ccccc21)c1ccc(F)cc1 | -6 | 4 | -9% | 0% | 0% | -9% | 0% | 4% | 2.4%
Cn1c(=O)c2c(nc(NCCCO)n2CCc2ccccc2)n(C)c1=O | -5 | 6 | -3% | -20% | -6% | 4% | -1% | 5% | 0.5%
Cn1c(SCC(=O)Nc2ccc3c(c2)OCCO3)nnc1C(F)(F)F | -7 | -2 | -12% | -17% | 7% | 0% | -1% | 3% | 1.5%
Cc1nn(Cc2ccc(Cl)cc2Cl)c(C)c1NC(=O)c1nc2n(n1)C(C(F)F)CC(C)N2 (centres undefined) | -4 | 11 | -8% | -7% | -7% | 0% | 1% | -2% | -0.4%
CCC(=O)c1ccc(N2CCN(C(=O)c3ccccc3F)CC2)c(F)c1 | -7 | -3 | 0% | -10% | -1%[57.1 µM] | -1% | -4% | -8% | -1.9%
COCCn1c(SCC(=O)OCc2ccccc2)nc2c1c(=O)[nH]c(=O)n2C | -2 | 1 | -4% | 0% | 2%[57.1 µM] | 4% | 1% | -4% | -0.6%
CCOC(=O)c1oc2ccccc2c1CN1CCN(C)CC1 | 3 | 4 | 0% | -17% | 3% | 1% | 1% | 9% | -0.7%
CCN(CC)CCC(c1ccc(N(C)C)cc1)c1c(OC)cc(OC)c2c(-c3ccccc3)cc(=O)oc12 (centres undefined) | 6 | -3 | -12% | -30% | -4%&2% | -9%&7% | -6%&-5% | 15% | 7.0%
COc1ccccc1CNC(=O)C1CCN(S(=O)(=O)c2ccc3c(c2)CC(C)N3C(C)=O)CC1 (centres undefined) | -6 | -3 | -13% | -21% | -6% | 1% | -3% | -13% | 2.8%
CCN(CC)S(=O)(=O)c1ccc(C(=O)NCc2ccc3[nH]c4c(c3c2)CCCC4)cc1 | -5 | 2 | -1% | -24% | 3%[57.1 µM] | 0% | 0% | 2% | 2.2%
CCOC(=O)N1CCC(N2Cc3cccc(C(=O)N4CCN(c5cccc(C)c5C)CC4)c3C2=O)CC1 | 1 | -2 | -13% | -19% | -2% | -4% | -1% | 7% | 1.6%
CC(C)C(=O)Nc1ccc2oc(=O)ccc2c1 | -5 | 2 | -7% | -30% | 21%[57.1 µM] | 3% | -4% | 20% | -1.6%
O=c1cc(CSc2n[nH]c(-c3ccccc3)n2)[nH]c2ccccc12 | 0 | 5 | -3% | -25% | -7%[57.1 µM] | -4% | -5% | 8% | -0.3%
CC(=O)NCCn1c(SCc2cc(F)ccc2F)nc2ccccc2c1=O | 0 | -6 | -4% | -8% | 1%[57.1 µM] | 0% | -2% | -3% | -0.6%
Cc1ccc(-c2cc(C(=O)N/N=C/C=C/c3ccco3)c3ccccc3n2)cc1C | -5 | -1 | 4% | -8% | 2% | -10% | -8% | 11% | 2.3%
COc1cc(C(O)P(=O)(OC2CCCCC2)c2ccc(N(C)C)cc2)cc(OC)c1OC (centres undefined) | -4 | 5 | 5% | -10% | -1%[57.1 µM] | -1% | -4% | -2% | 0.7%
CC(=O)C1=C(O)C(=O)N(Cc2ccccc2)C1c1ccc(N(C)C)cc1 (centres undefined) | -7 | 2 | 5% | -9% | -7% | 5% | -5% | -7% | 0.0%
CCCCC(=O)Nc1ccc(Br)cn1 | -1 | -4 | 2% | -7% | -7% | 1% | -1% | -2% | -0.7%
O=C(OCC1OC(n2ncc(=O)[nH]c2=O)C(OC(=O)c2ccccc2)C1OC(=O)c1ccccc1)c1ccccc1 (centres undefined) | -3 | 4 | 0% | -33% | -4% | -17% | 1% | -8% | 2.1%
Cc1ccc(Cl)cc1NC(=O)[C@@H]1CCC(=O)N1C1OC(=O)c2ccccc21 (some centres undefined) | -3 | 2 | -5% | 0% | 3% | -4% | 2% | -4% | -1.1%
CC1CCCN(S(=O)(=O)c2ccc(N3CCCCS3(=O)=O)cc2)C1 (centres undefined) | -4 | 2 | -6% | -13% | 1%[57.1 µM] | 3% | -2% | 16% | 2.2%
Cc1[nH]c2ccccc2c1/C=N/Nc1nc(Nc2ccc(F)cc2)nc(N2CCOCC2)n1 | 0 | -4 | 1% | -12% | -8%[57.1 µM] | 3% | -5% | 0% | 0.1%
COc1cc(-c2noc(C)c2-c2ccc3[nH]ccc3c2)cc(OC)c1OC | -2 | -1 | -1% | 11% | 6%[57.1 µM] | 14µM*! | 1%&1% | -2% | -0.2%
O=S(=O)(c1ccc(Cl)cc1)n1cccn1 | -2 | 4 | 4% | -13% | 10%[57.1 µM] | 0% | -3% | 17% | 1.2%
O=S(=O)(c1ccc(Br)cc1)N1CCCC1c1nc2ccccc2s1 (centres undefined) | -2 | 1 | -2% | -22% | 13%[57.1 µM] | 0% | -5% | 7% | -2.3%
Cc1ccc(NC(=S)N2C3CCCC2CC(NC(=O)C2CC2)C3)cc1C (centres undefined) | -4 | 1 | 8% | u | -8% | 5% | 0% | 6% | 2.8%

Full records from above. Order of values: LDHA block	PI4K2A block	Vif-A3F inh	USP1 inh	TrxR1 substrate	Vif-APOBEC3G blk	Glioma ERSR ind	IDH1 R132H inh	RXFP1 agonist
Shown for Cc1ccc(NC(=S)N2C3CCCC2CC(NC(=O)C2CC2)C3)cc1C (centres undefined) = -4	1	8%	u	-8%	5%	0%	6%	2.8%
Shown for COc1cc(-c2noc(C)c2-c2ccc3[nH]ccc3c2)cc(OC)c1OC = -2	-1	-1%	11%	6%[57.1 µM]	14µM*!	1%&1%	-2%	-0.2%
Shown for Cc1[nH]c2ccccc2c1/C=N/Nc1nc(Nc2ccc(F)cc2)nc(N2CCOCC2)n1 = 0	-4	1%	-12%	-8%[57.1 µM]	3%	-5%	0%	0.1%
Shown for O=S(=O)(c1ccc(Br)cc1)N1CCCC1c1nc2ccccc2s1 (centres undefined) = -2	1	-2%	-22%	13%[57.1 µM]	0%	-5%	7%	-2.3%

Not all compounds are listed; the hit share may differ from the screen's.
